# K1F lysis inhibition: inhibition of K1F phage lysis, E. coli UTI89, bacterial capsule biogenesis inhibitors, alamar blue (AID 488966); E. coli UTI89 K1F phage lysis, alamar blue, 2 h; higher % means a stronger effect; inhibition, % at 100 µM, or IC50 in µM where a hit was titrated; actives 0.02% (n = 340,000);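 active = phage lysis inhibition, versus mean bacterial control, above a set limit; inconclusive = no clear call, values can overlap the other calls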;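 also: capsule biogenesis inhibitors block K1F phage lysis so surviving cells raise fluorescence; higher fluorescence means more inhibition of phage lysis; actives were called in the ten point dose series up to 300 µM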
# RSV CPE inhibition: inhibition of RSV-induced cytopathic effect – HEp-2 cells, primary 10 µM value included (AID 2391). CPE inhibition, % at 10 µM; hits with a dose series show IC50 in µM. actives 0.13% (n = 310,000). HEp-2 cells, RSV-induced CPE inhibition; higher % means a stronger effect; in the data active = a potency from the dose series; inconclusive = CPE inhibition mostly from about 23% at the one dose, without a potency; inactive = the rest, 99 in 100 with CPE inhibition below about 21%; also: strong numbers were not always called active
# HIV peptide binding: inhibitors of HIV fusion peptide binding, primary screen, biochemical, uHTS, fluorescence dequenching (AID 1986). cell-free peptide binding, fluorescence dequenching, 30 min; higher % means a stronger effect. actives 0.3% (n = 290,000). inhibition, % at 20 µM, or IC50 in µM where a hit was titrated; in the data active = inhibition mostly above about 52%, no sharp cut-off; inactive = mostly below about 76%; also: some results filed as inactive read as strong as hits
# Salmonella PhoP GFP: inhibitors of PhoP regulon expression, primary screen, Salmonella Typhimurium, GFP reporter (AID 1863). S. Typhimurium PhoP-regulated promoter GFP reporter, 4 h; higher % means a stronger effect. one-dose inhibition, % at 50 µM; IC50 in µM for titrated hits. actives 0.16% (n = 300,000);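 active = inhibition over 29.93%, a cutoff 3 SD above the screen mean, later confirmed by dose response; inconclusive = inhibition over 29.93% but no dose response follow-up; inactive = inhibition at most 29.93% or unconfirmed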;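 also: 0% = low Mg2+ inducing control and 100% = high Mg2+ repressing control; strong numbers were not always called active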
# SV40 large T antigen: SV40 large T antigen inhibitors, biochemical (AID 1903) | SV40 large T antigen ATPase/helicase inhibition assay; higher % means a stronger effect | one-dose inhibition, % at 20 µM; IC50 in µM for titrated hits | actives 0.39% (n = 310,000); in the data active = a potency from the dose series; inconclusive = inhibition mostly from about 32% at the one dose, without a potency; inactive = the rest, 99 in 100 with inhibition below about 32%; also: strong numbers were not always called active
# MgcRacGAP inhibition: MgcRacGAP GTPase-activating activity inhibitors, confirmation, biochemical, ADP Hunter fluorescence; actives 0.6% (n = 340,000); MgcRacGAP-stimulated Rac1 GTP hydrolysis, ADP Hunter fluorescence; higher % means a stronger effect; GST-tagged Rac1 F28L mutant substrate; inhibition, % at 30 µM; hits with a dose series show IC50 in µM;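 active = first-screen hits whose inhibition reached a set limit at any dose in the follow-up dose series; inconclusive = inhibition above the set first-screen limit but never retested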;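 also: fluorescence reports GDP produced by GAP-driven GTP hydrolysis; strong numbers were not always called active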
# GPR35 arrestin U2OS: GPR35 antagonists blocking zaprinast-driven arrestin recruitment, primary screen, imaging, U2OS, beta-arrestin-GFP, zaprinast agonist (AID 2058) | inhibition, % at 10 µM, or IC50 in µM where a hit was titrated | U2OS GPR35 beta-arrestin-GFP translocation imaging, zaprinast antagonism; higher % means a stronger effect | actives 0.052% (n = 290,000);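 active = inhibition of at least 50% with at least 30 cells and total cytoplasm GFP at most 10,000,000; inconclusive = under 30 cells or total GFP of 10,000,000 plus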
# GPR55 LPI antagonism: inhibition of LPI-stimulated GPR55 beta-arrestin translocation – imaging, U2OS, beta-arrestin-GFP, LPI agonist, primary screen (AID 2013). actives 0.13% (n = 290,000). U2OS GPR55 beta-arrestin-GFP translocation imaging, LPI antagonism; higher % means a stronger effect. inhibition, % at 10 µM; hits with a dose series show IC50 in µM;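 active = spots per cell inhibited over 60%, with over 100 cells counted and total cytoplasm intensity under 500,000; inconclusive = wells with under 100 cells, flagged as likely toxic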;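 also: U2OS cells stably carrying GPR55 and arrestin-GFP stimulated by 5 µM LPI near EC80; imaged beta-arrestin-GFP aggregate spots per cell after agonist stimulation; plate controls were LPI-stimulated DMSO wells for no effect and DMSO wells without LPI for full effect; some results filed as inactive read as strong as hits; confirmed hits need IC50 under 10 µM and bright autofluorescent wells are also inconclusive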
# NS5 inhibitors: Dengue-2 NS5 methyltransferase inhibitors, primary screen, biochemical, confirmation dose response (AID 588689). Dengue-2 NS5 methyltransferase capping enzyme assay, biochemical; higher % means a stronger effect. one-dose inhibition, % at 25 µM; IC50 in µM for titrated hits. actives 0.3% (n = 340,000); in the data active = a potency from the dose series; inconclusive = inhibition above about 29% without an active follow-up result
# NS5 inhibitors pilot replicate: further read-out of NS5 inhibitors, marked with its call; inhibition, %; measured here: pilot screen replicate inhibition
# Active calls of the source: *; ? = inconclusive; nt = no result given; [ ] = remark or other dose.
SMILES,K1F lysis inhibition,RSV CPE inhibition,HIV peptide binding,Salmonella PhoP GFP,SV40 large T antigen,MgcRacGAP inhibition,GPR35 arrestin U2OS,GPR55 LPI antagonism,NS5 inhibitors,others
Cn1c2ccccc2c2nnc(SCc3ccc4nonc4c3)nc21,0.1%,-0.7%,-1.0%,9%,17%,4%,-7%,1%,-1%,
CC1CC2(CC(C)(C(=O)CSc3nc4ccccc4s3)OC2=O)C(=O)O1 (configuration not stated),0.4%,1.6%,0.1%,1%,11%,7%,-4%,5%,2%,
O=C(CCSCCc1ccccn1)Nc1ccc(Cl)cn1,4.1%,0.6%,-0.1%,23%,3%,2%,6%,-6%,-1%,
COc1ccc(NC(=O)CC(C)c2ccccc2)cc1S(=O)(=O)N1CCOCC1 (configuration not stated),0.6%[50 µM],2.6%,nt,nt,nt,1%,nt,nt,3%,
Nc1ccc2oc(-c3ccccc3Cl)nc2c1,2.3%,6.8%,-2.2%,20%,11%,5%,-10%,0%,-9%,
CCOC(=O)N1CCN(S(=O)(=O)c2ccc3c(c2)SCC(=O)N3)CC1,0.2%,11%,0.0%,3%,-21%,9%,16%,12%,-2%,
COc1cc(C(=O)NC(=S)Nc2nc(-c3ccc(F)cc3)cs2)cc(OC)c1OC,0.0%,2.2%,1.0%,-4%,26%,-6%,-6%,11%,1%,
O=C(CNC(=O)c1cccc(OC(F)F)c1)OCc1cc(=O)n2cc(Br)ccc2n1,0.5%,0.6%,5.3%,3%,19%,-1%,2%,-9%,-2%,
c1ccc2c(c1)CCN(CCCNc1nc3ccccc3n3cnnc13)C2,0.0%,nt,2.2%,0%,5%,5%,-6%,-4%,2%,
CC1CCCCC1NC(=O)CN1C(=O)c2ccccc2S1(=O)=O (configuration not stated),1.1%[50 µM],0.6%,0.3%,-6%,11%,10%,-4%,3%,-4%,
COc1cc(C(=O)NCC(=O)OCC(=O)c2ccc[nH]2)cc(OC)c1OC,0.8%,1.5%,0.8%,9%,3%,7%,-7%,-23%,-6%,
CSCC[C@H](NC(=O)Nc1ccc(Oc2ccccc2)cc1)C(=O)O,0.1%,1.7%,-0.8%,0%,6%,2%,7%,4%,-4%,
CCOC(=O)c1cnc2oc3ccccc3n2c1=O,0.4%,0.5%,1.1%,-10%,-3%,18%,-2%,4%,1%,
Cc1ccc(S(=O)(=O)NNC(=S)Nc2cccc(C)c2C)cc1,-0.1%[50 µM],0.7%,-2.8%,-3%,12%,13%,1%,1%,-18%,
S=c1[nH]cc(-c2ccc(Cl)cc2)n1Cc1ccccc1,-0.2%,-2.0%,-1.0%,0%,1%,-13%,11%,10%,2%,

# A run of entries taken from the entries so far:
SMILES,K1F lysis inhibition,RSV CPE inhibition,HIV peptide binding,Salmonella PhoP GFP,SV40 large T antigen,MgcRacGAP inhibition,GPR35 arrestin U2OS,GPR55 LPI antagonism,NS5 inhibitors,others
Cn1c2ccccc2c2nnc(SCc3ccc4nonc4c3)nc21,0.1%,-0.7%,-1.0%,9%,17%,4%,-7%,1%,-1%,
CC1CC2(CC(C)(C(=O)CSc3nc4ccccc4s3)OC2=O)C(=O)O1 (configuration not stated),0.4%,1.6%,0.1%,1%,11%,7%,-4%,5%,2%,
O=C(CCSCCc1ccccn1)Nc1ccc(Cl)cn1,4.1%,0.6%,-0.1%,23%,3%,2%,6%,-6%,-1%,

# Carrying on.
SMILES,K1F lysis inhibition,RSV CPE inhibition,HIV peptide binding,Salmonella PhoP GFP,SV40 large T antigen,MgcRacGAP inhibition,GPR35 arrestin U2OS,GPR55 LPI antagonism,NS5 inhibitors,others
COCCCn1ccc(O)c(Cc2ccc(F)cc2)c1=O,0.1%,5.3%,-3.1%,-1%,6%,15%,-5%,4%,1%,
Cc1nc(Nc2ccccc2)sc1-c1ccccc1,3.6%,?,1.4%,-1%,9%,15%,12%,3%,-7%,
FC(F)Sc1nnc(-c2cccs2)n1-c1ccccc1,2.1%,-0.9%,1.5%,-9%,15%,11%,-3%,7%,0%,
O=C(Nc1ccc(F)cc1)c1sc(Cl)nc1-c1ccccc1,1.9%[50 µM],0.6%,0.6%,-11%,10%,7%,0%,6%,-8%,
CCNc1nc(SC(C)C(=O)OC)nc(N2CCOCC2)n1 (configuration not stated),0.3%,1.2%,-2.9%,-2%,16%,9%,3%,3%,-5%,
Cc1ccc(NC(=O)CCC(=O)NNC(=O)c2ccccc2[N+](=O)[O-])c(C)c1,0.8%,-0.7%,-1.6%,0%,7%,-2%,-5%,5%,nt,
Cc1ccc(Cn2cccc(NC(=O)NC3CCCCC3)c2=O)cc1,0.0%,14%,1.0%,17%,11%,11%,5%,11%,6%,
O=C(CN1CCN(c2ccccc2O)CC1)NC(c1ccccc1)c1ccccc1,-0.2%[50 µM],4.0%,-1.7%,11%,1%,2%,4%,0%,5%,
O=C(c1cccs1)N1CCN(c2cccc(Cl)c2)CC1,0.5%,1.2%,-1.5%,-3%,14%,5%,11%,-23%,-8%,
CCCCn1c(=O)[nH]c(=O)c2c1nc(-c1cc(Br)c(OCC)c(OC)c1)n2C,0.4%,2.1%,1.5%,6%,3%,4%,-10%,-2%,-6%,
N#Cc1cccc(NC(=O)COC(=O)c2cccc(N3C(=O)c4ccccc4C3=O)c2)c1,-0.1%,0.1%,-3.2%,1%,10%,-2%,15%,9%,1%,
CC(=O)c1ccc(N2C(=O)C3C4C=CC(CC4)C3C2=O)cc1 (configuration not stated),0.2%,0.4%,-2.4%,14%,1%,13%,8%,-1%,-5%,
Cc1cc(NC(=O)CN(C)C)c([N+](=O)[O-])cc1C,0.0%,-0.2%,-0.7%,5%,25%,8%,2%,-4%,0%,
O=C(CCc1ccc(Oc2cc([N+](=O)[O-])cc([N+](=O)[O-])c2)cc1)Nc1cccc(Cl)c1,2.5%,7.7%,-1.2%,-1%,5%,5%,-1%,23%,-5%,
CN(CC(=O)Nc1ccccc1Br)C(=O)c1cccc(S(=O)(=O)NCc2ccccc2)c1,-1.6%,0.5%,nt,-1%,15%,0%,nt,nt,-3%,

# Structures from the list above that have a nitro group on carbon:
SMILES,K1F lysis inhibition,RSV CPE inhibition,HIV peptide binding,Salmonella PhoP GFP,SV40 large T antigen,MgcRacGAP inhibition,GPR35 arrestin U2OS,GPR55 LPI antagonism,NS5 inhibitors,others
Cc1ccc(NC(=O)CCC(=O)NNC(=O)c2ccccc2[N+](=O)[O-])c(C)c1,0.8%,-0.7%,-1.6%,0%,7%,-2%,-5%,5%,nt,
Cc1cc(NC(=O)CN(C)C)c([N+](=O)[O-])cc1C,0.0%,-0.2%,-0.7%,5%,25%,8%,2%,-4%,0%,
O=C(CCc1ccc(Oc2cc([N+](=O)[O-])cc([N+](=O)[O-])c2)cc1)Nc1cccc(Cl)c1,2.5%,7.7%,-1.2%,-1%,5%,5%,-1%,23%,-5%,

# New compounds follow:
SMILES,K1F lysis inhibition,RSV CPE inhibition,HIV peptide binding,Salmonella PhoP GFP,SV40 large T antigen,MgcRacGAP inhibition,GPR35 arrestin U2OS,GPR55 LPI antagonism,NS5 inhibitors,others
Nc1cccc2c1C(=O)N(C(=O)c1cccc(S(=O)(=O)N3CCCC3)c1)C2=O,0.9%,0.8%,-0.6%,-4%,25%,10%,17%,-7%,4%,
Cc1ccc(NC(=O)C2CCN(S(=O)(=O)c3cccc4cccnc34)CC2)nc1,3.4%,-0.1%,-1.7%,10%,4%,6%,2%,2%,-1%,
CCc1nnc(NC(=O)CCC(=O)N2CCC(Cc3ccccc3)CC2)s1,-0.3%,4.8%,0.5%,-6%,nt,12%,3%,6%,-13%,
CCCCN=C(C)C1=C(O)CSC1=O,2.6%,1.8%,0.2%,-2%,0%,3%,1%,-4%,-1%,
Cc1ccc(C)c(NC(=O)C(OC(=O)c2ccc(C)s2)c2ccccc2)c1 (configuration not stated),0.7%[50 µM],1.0%,-2.2%,7%,6%,3%,-5%,4%,-10%,
O=C(CSS(=O)(=O)O)N1CCN(C(=O)c2ccoc2)CC1,0.0%,0.7%,0.0%,10%,4%,13%,11%,4%,4%,
O=C(Nc1cccc(C(=O)NC2CCCCC2)c1)c1ccccc1,-0.2%,2.0%,-1.0%,-4%,27%,5%,-9%,-1%,9%,
Cc1ccc2nc(SCC(=O)Nc3cccc(Cl)c3)nc(=O)n2c1,1.9%[50 µM],-0.3%,nt,-8%,10%,2%,nt,nt,1%,
Cc1cc(C)c(S(=O)(=O)c2c(C)cccc2C)c(OCC(C)C)n1,0.1%,1.6%,-0.6%,6%,8%,5%,-5%,8%,1%,NS5 inhibitors pilot replicate=4.1
CCN1CCN(c2cc(C)c3cc(NC(=O)c4ccc5c(c4)OCO5)ccc3n2)CC1,-1.2%,-1.9%,-0.8%,-1%,3%,7%,-4%,-1%,-3%,
O=C(CCC1CCCN(c2ncccn2)C1)N1CCN(c2ccccn2)CC1 (configuration not stated),0.5%,2.9%,-0.8%,-6%,19%,8%,-2%,2%,4%,
COc1cccc(C(=O)N2CCCC(CCC(=O)NCc3ccc(F)c(F)c3)C2)c1 (configuration not stated),0.4%,-0.6%,-1.2%,8%,10%,14%,-5%,-1%,0%,
CCOC(=O)c1ccc(NC(=O)CC2C(=O)OCCN2CC)cc1 (configuration not stated),-0.2%,0.6%,-1.2%,-1%,22%,-3%,-5%,3%,-17%,
COc1ccccc1CCCNC(=O)C1CCC(=O)N(CCc2cccc(F)c2)C1 (configuration not stated),0.8%[50 µM],0.9%,-0.5%,4%,0%,-9%,-2%,7%,1%,
Cc1ccc(/C=C/C(=O)Nc2cccc(S(=O)(=O)N3CCOCC3)c2)o1,-1.2%,4.0%,9.7%,12%,24%,15%,19%,6%,1%,
CCC1CCCCN1CCCNC(=O)c1ccc(CS(=O)(=O)c2ccccc2OC)o1 (configuration not stated),0.2%,0.8%,4.1%,-2%,8%,6%,1%,-2%,-8%,
COc1ccc(N/N=C(\C#N)C(=N)N2CCCCC2)cc1,-0.6%,2.7%,-5.0%,-8%,17%,20%,-15%,1%,5%,
CC1=NN(C(N)=S)C(=O)C1N=Nc1ccccc1Cl (configuration not stated),0.2%,13%,1.3%,-1%,23%,10%,-1%,-4%,-3%,
O=C(C[n+]1cccc(CNC(=O)c2ccc(OC(F)F)cc2)c1)Nc1cccc(C(F)(F)F)c1,12%,0.5%,-1.2%,25%,14%,7%,-10%,18%,-4%,
CCOC(=O)CCc1c(C)nc2c(c(C)nn2-c2ccccc2)c1C,0.7%,1.7%,2.7%,-3%,7%,5%,0%,14%,-2%,
